PKA inh: blocks human protein kinase A activity | hit rate 0.1% among 65,000 | PKA Kemptide phosphorylation, Kinase-Glo ATP luminescence | inhibition, % at 6 µM;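 active = inhibition above the screen-wide mean inhibition plus 3 SD, cut at about 21% in these data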; also: many of its hits are not listed in these tables
HEK293 NFkB inh: inhibitors of the PMA/ionomycin-induced NF-kB reporter in HEK293 cells | hit rate 0.21% among 62,000 | HEK-293 NF-kB luciferase reporter, luminescence | inhibition, % at 3 µM | AID 465;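 active = inhibition above the mean of all tested compounds plus 3 SD, cut at about 40% in these data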;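 also: 0% = stimulated DMSO wells and 100% = 10 µM reference inhibitor 5653914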
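Material: HEK-293 cells with stable firefly luciferase reporter driven by four HIV NF-kB elements / Also added: PMA plus ionomycin mix as NF-kB-activating stimulus / Compound dosing: 3 µM once, 0.30% DMSO / Times: 1 h pretreatment, 16 h stimulation, 37 °C / Signal: luminescence / Evaluation: per-plate % inhibition versus controls / Benchmarks: DMSO and 10 µM reference inhibitor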
DUSP1 inh: inhibitors of human MKP-1 phosphatase; P28562; recombinant MKP-1, OMFP hydrolysis fluorescence; inhibition, %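 (compounds tested at a single concentration somewhere between 10 and 100 µM)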; hit rate 0.15% among 65,000; AID 374;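 active = inhibition above about 50%, limit read from the data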;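 also: 0% = DMSO max control wells and 100% = wells with enzyme stopped by NaOH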
Target sequence (P28562 whole entry, looked up): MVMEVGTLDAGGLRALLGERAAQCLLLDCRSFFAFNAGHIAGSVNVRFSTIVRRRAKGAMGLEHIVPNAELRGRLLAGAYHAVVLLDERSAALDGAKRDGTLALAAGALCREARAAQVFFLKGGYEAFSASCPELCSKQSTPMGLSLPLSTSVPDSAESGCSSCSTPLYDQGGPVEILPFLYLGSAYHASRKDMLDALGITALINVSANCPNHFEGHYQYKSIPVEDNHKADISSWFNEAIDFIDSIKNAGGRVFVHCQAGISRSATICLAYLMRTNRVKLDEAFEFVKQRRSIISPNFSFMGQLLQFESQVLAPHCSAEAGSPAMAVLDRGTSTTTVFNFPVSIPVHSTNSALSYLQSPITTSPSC
JNK3 inh: JNK3 (human) kinase inhibition | P53779 | purified JNK3 kinase activity, HTS | inhibition, % at 8 µM | hit rate 0.61% among 60,000 | AID 746; in the data active = inhibition above about 17%;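 also: 0% = DMSO and 100% = reference inhibitor; many of its hits are not listed in these tables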
Target sequence (P53779 whole entry, looked up): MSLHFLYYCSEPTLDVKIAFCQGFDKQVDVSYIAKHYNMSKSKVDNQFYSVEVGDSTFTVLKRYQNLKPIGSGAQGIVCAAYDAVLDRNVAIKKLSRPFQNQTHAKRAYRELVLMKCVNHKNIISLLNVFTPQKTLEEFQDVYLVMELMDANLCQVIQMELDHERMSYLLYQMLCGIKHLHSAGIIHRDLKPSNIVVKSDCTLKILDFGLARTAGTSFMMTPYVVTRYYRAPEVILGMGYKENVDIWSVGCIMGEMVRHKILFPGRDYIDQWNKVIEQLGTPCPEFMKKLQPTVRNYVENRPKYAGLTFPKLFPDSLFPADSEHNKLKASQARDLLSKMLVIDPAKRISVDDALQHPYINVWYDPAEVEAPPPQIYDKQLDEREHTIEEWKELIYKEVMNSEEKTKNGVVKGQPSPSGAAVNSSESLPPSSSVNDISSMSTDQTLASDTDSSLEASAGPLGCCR
TNAP act DEA: activates human TNAP at intermediate phosphate acceptor concentration | activation factor at 20 µM | 64,000 tested, under 10 active | P05186 | AID 813 | purified TNAP, CDP-star luminescence, 100 mM DEA, 30 min; hits give high values; scale: 0 levamisole-inhibited, 1 vehicle-only enzyme;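 active = activation factor of at least 2 at 20 µM, relative to controls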
Jurkat tox 60K: reduces viability or proliferation of Jurkat cells; Jurkat E6.1 viability, ATP luminescence, 48 h; inhibition, % at 4 µM; hit rate 1.2% among 56,000; AID 463;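 active = inhibition above the mean inhibition of all tested compounds plus 3 SD, cut at about 28% in these data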
Cdc25B inh: inhibitors of human Cdc25B phosphatase. P30305. recombinant Cdc25B, OMFP fluorescence Ex485/Em525. inhibition, %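 (compounds tested at 10 µM final in the well)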. hit rate 0.1% among 65,000. AID 368; in the data active = inhibition above about 50%
ROCK2 blocker: ROCK2 (human) kinase inhibition; O75116; purified ROCK2, Kinase-Glo ATP depletion luminescence; hit rate 0.35% among 60,000; AID 604; inhibition, % at 6 µM;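 active = inhibition above the screen-wide mean inhibition plus 3 SD, cut at about 18% in these data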;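 also: plate controls were DMSO wells for no effect and Y-27632 control wells after no-enzyme background subtraction for full effect; many of its hits are not listed in these tables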
MMP13 inh: blocks human MMP13 activity | MMP-13 fTHP FRET cleavage, Mca fluorescence | inhibition, % at 4 µM | hit rate 0.07% among 65,000;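 active = inhibition above the mean of compound-free control plate wells plus 3 SD, cut at about 14% in these data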;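 also: 0% = DMSO wells and 100% = wells with reference MMP-13 inhibitor after basal subtraction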
Starred values were filed as active, the others as inactive; · = not tested or not shown; [ ] = another dose, or the depositor's remark.

Preview:
SMILES	PKA inh	HEK293 NFkB inh	DUSP1 inh	JNK3 inh	TNAP act DEA	Jurkat tox 60K	Cdc25B inh	ROCK2 blocker	MMP13 inh
O=C(Cc1ccccc1)Nc1ccc2oc(-c3cccnc3)nc2c1	8	4	2	2	0.9	4	-8	3	-167[fluorescence artefact?]
CC1CCCCC1NC(=O)CN(C)S(=O)(=O)c1cccc2nsnc12 (configuration not stated)	16	-8	7	1	1	2	0	5	-2
O=C1c2ccccc2C(=O)N1c1nc2nccc(-c3ccccc3)n2n1	10	3	2	2	1	-4	-8	5	-44
Cc1ccc(-c2cn3c(n2)CCCC3)cc1	-2	2	0	-1	1	11	3	-2	3
CCOP(=O)(c1ccccc1Cl)C1(O)CCCCC1 (configuration not stated)	8	-2	-17	1	0.9	2	-3	4	-2
O=C(NCCOC(=O)c1ccncc1)c1ccccc1	9	14	7	-5	1	-3	-11	3	5
CCc1nc(SCC(=O)N2CCOCC2)c2c(=O)n(C)c(=O)n(C)c2n1	1	12	0	-1	0.9	-8	-8	4	-9
O=C(NCCc1cn2ccccc2n1)c1ccccc1F	8	2	0	0	0.9	-1	11	5	-5
N#CC1=C(N)N(c2ccc(Br)cc2)C2=C(C(=O)CCC2)C1c1cccnc1 (configuration not stated)	9	8	8	4	0.9	9	-3	8	7
CC(=O)[C@H]1[C@@H]2C(=O)N(c3cccc(Cl)c3)C(=O)[C@@H]2[C@H]2c3ccccc3C=CN21	0	·	-4	6	0.9	·	8	3	-2
CC(C(=O)O)C1SC(=O)NC1=O (configuration not stated)	-2	2	4	·	0.9	·	-11	·	1
O=C1c2ccccc2C(O)N1c1ccc(Cl)cc1 (configuration not stated)	3	4	-9	3	0.9	-4	-2	2	0
COCCOC(=O)C1=C(C)Nc2nc(C)nn2C1c1ccccc1 (configuration not stated)	8	27	-14	-6	1	-5	-18	8	0
C=CC1C(N2CCOCC2)C(C)(C)S1(=O)=O (configuration not stated)	6	-7	3	-5	1	5	-6	2	-2

This part in full, from the first entry:
SMILES	PKA inh	HEK293 NFkB inh	DUSP1 inh	JNK3 inh	TNAP act DEA	Jurkat tox 60K	Cdc25B inh	ROCK2 blocker	MMP13 inh
O=C(Cc1ccccc1)Nc1ccc2oc(-c3cccnc3)nc2c1	8	4	2	2	0.9	4	-8	3	-167[fluorescence artefact?]
CC1CCCCC1NC(=O)CN(C)S(=O)(=O)c1cccc2nsnc12 (configuration not stated)	16	-8	7	1	1	2	0	5	-2
O=C1c2ccccc2C(=O)N1c1nc2nccc(-c3ccccc3)n2n1	10	3	2	2	1	-4	-8	5	-44
Cc1ccc(-c2cn3c(n2)CCCC3)cc1	-2	2	0	-1	1	11	3	-2	3
CCOP(=O)(c1ccccc1Cl)C1(O)CCCCC1 (configuration not stated)	8	-2	-17	1	0.9	2	-3	4	-2
O=C(NCCOC(=O)c1ccncc1)c1ccccc1	9	14	7	-5	1	-3	-11	3	5
CCc1nc(SCC(=O)N2CCOCC2)c2c(=O)n(C)c(=O)n(C)c2n1	1	12	0	-1	0.9	-8	-8	4	-9
O=C(NCCc1cn2ccccc2n1)c1ccccc1F	8	2	0	0	0.9	-1	11	5	-5
N#CC1=C(N)N(c2ccc(Br)cc2)C2=C(C(=O)CCC2)C1c1cccnc1 (configuration not stated)	9	8	8	4	0.9	9	-3	8	7
CC(=O)[C@H]1[C@@H]2C(=O)N(c3cccc(Cl)c3)C(=O)[C@@H]2[C@H]2c3ccccc3C=CN21	0	·	-4	6	0.9	·	8	3	-2
CC(C(=O)O)C1SC(=O)NC1=O (configuration not stated)	-2	2	4	·	0.9	·	-11	·	1
O=C1c2ccccc2C(O)N1c1ccc(Cl)cc1 (configuration not stated)	3	4	-9	3	0.9	-4	-2	2	0
COCCOC(=O)C1=C(C)Nc2nc(C)nn2C1c1ccccc1 (configuration not stated)	8	27	-14	-6	1	-5	-18	8	0
C=CC1C(N2CCOCC2)C(C)(C)S1(=O)=O (configuration not stated)	6	-7	3	-5	1	5	-6	2	-2
CN(C(=O)c1ccccc1)c1nc2ccccc2s1	3	-50	-14	3	0.9	4	2	2	7
Cc1cc(C(=O)CSc2nnnn2C)c(C)n1CCc1ccc(Cl)cc1	6	1	3	0	0.9	-6	-7	7	-3
Nc1nonc1-c1nc2ccccc2n1CC(=O)NC1CCCC1	12	20	-9	8	1	2	-12	7	5
COc1ccc(C(C#N)N2CCCCC2)cc1OC (configuration not stated)	9	3	14	1	0.9	-5	4	6	9
CN(c1nnc(N)s1)C1CCCCC1	8	4	10	-6	1	2	-5	0	1
CCOc1ccc(S(=O)(=O)Nc2ccccc2C(=O)Nc2ccccc2N2CCOCC2)cc1	3	18	-16	7	0.9	4	2	2	0
O=C(Nc1nccs1)c1cccc(S(=O)(=O)N2CCCCC2)c1	6	16	-6	3	1	2	-7	4	4
NC(=O)N1c2ccccc2C=Cc2ccccc21	-6	·	-16	-3	0.9	·	-10	0	-3
CCSCCOC(=O)C1=C(C)N(C)C(=O)NC1c1cc(OC)ccc1OC (configuration not stated)	9	4	1	5	0.9	-2	-6	6	-1
COC(=O)c1ccccc1NC(=O)c1sc(N)nc1C	-1	11	-12	3	0.9	-1	1	4	0
CCN(CC)CCN1C(=O)C(=O)/C(=C(/O)c2ccncc2)C1c1ccccc1F (configuration not stated)	3	18	-20	-4	0.9	2	0	4	0
O=C(NCCN1CCCCCC1)c1ccc(N2CCCC2=O)cc1	7	11	-4	5	0.9	-6	12	6	0
CCc1ccc(NC(=O)c2noc3c2CCCCC3)cc1	7	-51	7	-5	0.9	1	-3	6	-5
CCCCN(CCCC)CCn1cnc2c([nH]c3ccc(OC)cc32)c1=O	3	7	0	-2	0.9	2	-3	0	-49
CC(=O)OC(C(=O)Nc1ccccc1)C(C)S(=O)(=O)c1ccccc1 (configuration not stated)	6	16	5	0	0.9	11	-7	7	4
CCCc1cc(=O)[nH]c(SCC(=O)c2c(N)n(C)c(=O)n(C)c2=O)n1	6	6	-5	·	0.9	·	-6	·	3
COc1cc2c(cc1OC)C(c1cccs1)CC(=O)N2 (configuration not stated)	-13	8	2	·	0.9	·	4	·	3
Cc1ncoc1C(=O)Nc1cccc(Cl)c1C	2	-4	-4	·	0.8	·	-5	·	0
CC(=O)Nc1nonc1-n1nnc(C(=O)NCc2ccccc2)c1C	-1	14	4	-4	1	-6	7	-1	1
CN(C)CCCNCCCNC(=O)c1ccncc1	15	20	30	7	0.9	-14	4	8	6
Fc1ccc(CSc2nnc(-c3cccnc3)n2Cc2ccco2)cc1	-5	13	4	·	0.9	·	-15	·	1
OC(COCc1cccs1)CN1CCCCCC1 (configuration not stated)	3	7	-3	-3	1	4	-3	-2	-4
COc1ccc(C(=O)N2CCN(c3ccc(C)cc3C)CC2)cc1OC	-7	15	18	-2	0.9	9	-10	-5	4
COc1cc(NC(=O)NC(C)(C(F)(F)F)C(F)(F)F)cc(OC)c1OC	6	·	-6	-2	0.8	·	-26	4	-1
CC(C)CCNC(=O)C(c1cccs1)N(CC1CCCO1)C(=O)Cn1nnc2ccccc21 (configuration not stated)	6	11	3	-2	0.8	-4	-13	4	0
CCC(C)c1cc(S(=O)(=O)N2CCOCC2)ccc1OC (configuration not stated)	4	14	9	1	0.9	4	-12	-2	5
COc1ccc(C2=CC(c3ccc(OC)c(OC)c3)n3nnnc3N2)c(OC)c1 (configuration not stated)	1	4	-2	3	0.9	4	0	7	-14
CC(C)OCCCNC(=O)NC12CC3CC(CC(C3)C1)C2	5	4	-7	-1	0.9	-2	3	0	-3
Cn1c(=O)[nH]c(=O)c2c1nc(Br)n2CCSc1nnnn1-c1ccccc1	2	·	-19	5	0.9	·	-6	-4	2
CCN(CC)CCN1C(=O)c2oc3ccccc3c(=O)c2C1c1cccc(Br)c1 (configuration not stated)	-4	6	4	-2	1	-2	-4	1	3
CC(=O)Nc1ccc(S(=O)(=O)NC(CC(=O)NC2CCCCC2C)C(C)C)cc1 (configuration not stated)	-2	-6	-1	-6	1	0	-16	4	2
Cc1ccccc1NC(=O)CC1SC(=NC2CCCCC2)NC1=O (configuration not stated)	10	19	10	·	0.9	·	-21	·	6
COc1ccc(OC)c(-c2cc(C(=O)NCCN3CCOCC3)no2)c1	6	-4	4	5	0.9	-6	-14	4	1
Cc1nn(C(C)(C)C)c(OC(=O)c2cccs2)c1S(=O)(=O)c1ccccc1	3	0	4	11	0.9	-6	0	2	-2
Cc1cc(C)cc(-n2nnc(C(=O)NCc3ccccc3Cl)c2N)c1	12	2	-4	0	0.9	-6	-9	7	4
COc1nc(N)nc(NC23CC4CC(CC(C4)C2)C3)n1	6	1	13	1	0.9	2	-10	6	4
Later entries.
SMILES	PKA inh	HEK293 NFkB inh	DUSP1 inh	JNK3 inh	TNAP act DEA	Jurkat tox 60K	Cdc25B inh	ROCK2 blocker	MMP13 inh
O=C(c1c[nH]c2ccc(S(=O)(=O)N3CCC4(CC3)OCCO4)cc2c1=O)N1CCOCC1	9	14	-16	·	0.9	·	-10	·	-16
CC(C)CCC(CCN1CCOCC1)c1ccc2c(c1)OCO2 (configuration not stated)	-13	16	-9	2	1	6	0	-10	0
Cc1ccc(C)c(C(=O)Nc2c(C(N)=O)oc3ccccc23)c1	3	12	-3	6	0.9	-1	-14	0	8
Cc1ccc(-n2ccnc2SCC(=O)N(CC(C)C)C2CCS(=O)(=O)C2)c(C)c1 (configuration not stated)	14	20	33	-7	0.9	-4	-12	6	-6
Cc1ccc(CNC(=O)CCCNS(=O)(=O)c2cccc3nonc23)cc1	5	6	13	·	0.9	·	-1	·	6
O=S(=O)(Nc1cccnc1)c1ccc(Cl)c(C(F)(F)F)c1	0	6	5	-3	0.7	4	2	1	2
Cn1c(=O)c(C(=S)NC(=O)C2CC2)c(N)n(Cc2ccccc2)c1=O	8	-3	2	7	1	-2	-2	3	0
CCCC1(C(=O)OC)NC(c2cc(OC)c(OC)c(OC)c2)C2C(=O)N(CC)C(=O)C21 (configuration not stated)	9	7	7	·	0.9	·	-10	·	6
C/C(NCc1cccnc1)=C(\C#N)C(=O)NCc1ccccc1	2	-1	23	1	1	1	-6	2	4
O=C1NCCCc2c1no[n+]2[O-]	-3	12	-11	-3	1	3	2	-1	7
O=C1C2C3C=CC(C3)C2C(=O)N1CN(Cc1ccccc1)CN1C(=O)C2C3C=CC(C3)C2C1=O (configuration not stated)	8	8	5	5	1	3	-5	2	-2
COc1ccc(-c2cc(C(=O)OCC(=O)N3CCCC3)c3ccccc3n2)cc1	3	-6	7	4	0.9	-5	-4	2	-53[fluorescence artefact?]
CC1=CC=CN2CC(O)CN=C12 (configuration not stated)	4	·	-33	4	0.8	·	2	12	-51[fluorescence artefact?]
CC(C)CCNc1nc(N2CCCC2)c2c(c1C#N)CCN(C)C2	-1	10	26	-6	0.9	1	1	0	-1

Random excerpt: three records from the list.
SMILES	PKA inh	HEK293 NFkB inh	DUSP1 inh	JNK3 inh	TNAP act DEA	Jurkat tox 60K	Cdc25B inh	ROCK2 blocker	MMP13 inh
CC(C)CCNc1nc(N2CCCC2)c2c(c1C#N)CCN(C)C2	-1	10	26	-6	0.9	1	1	0	-1
COc1ccc(-c2cc(C(=O)OCC(=O)N3CCCC3)c3ccccc3n2)cc1	3	-6	7	4	0.9	-5	-4	2	-53[fluorescence artefact?]
CC1=CC=CN2CC(O)CN=C12 (configuration not stated)	4	·	-33	4	0.8	·	2	12	-51[fluorescence artefact?]

Compound activity as filed in PubChem BioAssay.
